# Screens (PubChem)
# USP2a inh: blocks human ubiquitin-specific protease USP2a. O75604. USP2 core, Ub-CHOP2 coupled fluorogenic reporter, 485/531. Potency, µM (highest dose often 38.3 µM), for inactives: at the top dose activity change, negative = inhibition, actives largely listed as inhibitors. 0.01% of 330,000 active. AID 463254;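 also: potency is read from the fitted curve at half-maximal effect; plate controls were DMSO wells for no effect and full inhibition by NEM control for full effect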
#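 Deubiquitinase activity read as fluorescence (485/531 nm) after Ub-CHOP2 cleavage activates the enterokinase reporter on its substrate; USP2 core 10nM, Ub-CHOP2 and substrate 25nM each, 30min compound preincubation then 60min RT; data normalized to NEM, curves fitted.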
# a7 integrin act: activates integrin-mediated alleviation for muscular dystrophy; 0.064% of 350,000 active; alpha7betagal myoblasts, beta-gal FDG fluorescence, 48 h; Potency, µM (top dose mostly 38.3 µM), without a hit: at the highest dose activation, most hits filed as activators;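 also: potency is read from the fitted curve at half-maximal effect; 100% = response of the positive control SU9516; nearly all actives have a fitted effect of over 60% in size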
#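 alpha7betagal+/- myoblasts (passage 13, 250/well) treated 48 h at 37C with compounds at 1:260 dilution of DMSO stock. Lysed, then beta-galactosidase activity read as FDG fluorescence (ex 480/em 540) after 30 min, with pre-read for autofluorescence.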
# Eya2 phos inh: blocks the phosphatase activity of human Eya2. O00167. recombinant Eya2, OMFP fluorescence dephosphorylation (OMFP is methylfluorescein phosphate). Potency, µM (highest dose often 76.9 µM), without a hit: top-dose activity, negative = inhibition, actives largely listed as inhibitors. 0.006% of 330,000 active. AID 488837; also: potency is read from the fitted curve at half-maximal effect; % is scaled to controls: 0 for no effect and ±100 for the full control effect
# Target sequence (O00167 whole entry, looked up): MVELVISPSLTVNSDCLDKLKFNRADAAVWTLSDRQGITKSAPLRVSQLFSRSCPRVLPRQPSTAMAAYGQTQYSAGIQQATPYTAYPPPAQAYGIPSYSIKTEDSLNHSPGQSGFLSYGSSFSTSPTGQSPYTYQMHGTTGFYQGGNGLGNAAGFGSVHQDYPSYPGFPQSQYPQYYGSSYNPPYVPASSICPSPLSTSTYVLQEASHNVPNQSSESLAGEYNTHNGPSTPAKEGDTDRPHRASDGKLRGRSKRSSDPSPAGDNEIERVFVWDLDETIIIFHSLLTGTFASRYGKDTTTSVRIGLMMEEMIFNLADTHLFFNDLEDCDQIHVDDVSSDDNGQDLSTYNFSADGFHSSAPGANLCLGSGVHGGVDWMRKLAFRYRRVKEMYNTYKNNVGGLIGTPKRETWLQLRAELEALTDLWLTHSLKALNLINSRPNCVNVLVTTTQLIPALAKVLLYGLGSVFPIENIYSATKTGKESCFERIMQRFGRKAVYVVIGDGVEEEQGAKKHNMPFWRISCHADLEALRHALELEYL
#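 Eya2 (0.2 uM) preincubated 10 min at ambient with compound, then OMFP substrate added at 50 uM; 10 min reaction in 50 mM HEPES pH 7.5, 50 mM NaCl, 5 uM MgCl2, 0.05% BSA, 1 mM DTT. Fluorescence read at Ex 485/Em 525 nm.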
# uPA surface inh: cell surface uPA generation inhibition. cell surface uPA generation assay, qHTS. Potency, µM (top dose mostly 38.3 µM), for inactives: at the highest dose activity change, negative = inhibition, most hits filed as inhibitors. 0.31% of 330,000 active. AID 540303; active = well fitted inhibition curve with a large enough effect; inconclusive = small, poorly fitted or top-dose-only effect; inactive = no such curve, though single readings can be large or run the other way; tested in mouse RAW 264.7 cells; also: potency is read from the fitted curve at half-maximal effect; % is scaled to controls: 0 for no effect and ±100 for the full control effect; nearly all actives have a fitted effect of over 55% in size
# B2AR arrestin: beta2AR (human) beta-arrestin recruitment activity. 0.02% of 330,000 active. Potency, µM (highest dose often 46.1 µM), for inactives: at the highest dose activation, most hits filed as activators. AID 492947. beta-arrestin recruitment to beta2AR, cell-based reporter;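 also: potency is read from the fitted curve at half-maximal effect; 0% = DMSO controls and full agonism = EC100 isoproterenol or metaproterenol; nearly all actives have a fitted effect of over 65% in size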
# Target sequence (P07550 whole entry, looked up): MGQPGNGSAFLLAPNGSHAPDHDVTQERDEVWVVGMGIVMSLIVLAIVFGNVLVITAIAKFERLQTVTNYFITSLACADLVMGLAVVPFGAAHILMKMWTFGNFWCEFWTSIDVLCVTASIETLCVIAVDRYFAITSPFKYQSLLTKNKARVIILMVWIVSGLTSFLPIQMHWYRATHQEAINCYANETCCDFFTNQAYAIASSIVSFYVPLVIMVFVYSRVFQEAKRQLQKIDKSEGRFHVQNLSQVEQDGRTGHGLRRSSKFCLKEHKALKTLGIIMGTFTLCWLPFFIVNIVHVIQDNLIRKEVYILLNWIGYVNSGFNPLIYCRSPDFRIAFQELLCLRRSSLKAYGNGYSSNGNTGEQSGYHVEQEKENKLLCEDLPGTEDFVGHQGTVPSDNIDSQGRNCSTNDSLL
# S-ASM inh: inhibitors of human secretory acid sphingomyelinase; P17405; placental ASM, HMU-PC fluorogenic substrate, 60 min; 0.006% of 340,000 active; Potency, µM (top dose mostly 57.5 µM), for inactives: at the top dose activity change, negative = inhibition, hits mostly inhibitors; also: potency is read from the fitted curve at half-maximal effect
#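 Fluorescence read-out (Ex 386 nm, Em 447 nm) after stopping the reaction at pH 10. Enzyme: ASM from human placenta; substrate HMU-PC0, 9 uM final; 60 min, 37 °C. Compound preincubation 10 min, ambient temperature.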
# BRCA1 expr up: activators of BRCA1 expression; Potency, µM (highest dose often 46.1 µM), for inactives: top-dose activation, actives largely listed as activators; 1.1% of 380,000 active; MCF7-BRCA1-FFLuc reporter, luminescence, 48 h; response scale: scaled: vehicle 0%, 10 µM genistein 100%; AID 624202; also: potency is read from the fitted curve at half-maximal effect; nearly all actives have a fitted effect of over 80% in size; some results filed as inactive show a strong effect at the top dose
#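 48 h compound treatment of MCF7-BRCA1-FFLuc cells (phenol-red free MEM, 37 °C), then 15 min with luciferase substrate and luminescence imaging.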
# PTAP TSG101 blk: blocks PTAP/TSG101 interaction to inhibit HIV-1 budding; Q99816; Fluorescence polarization, FITC-PTAP peptide / Tsg101 binding; Potency, µM (series often up to 115 µM), without a hit: at the top dose activity change, negative = inhibition, most hits filed as inhibitors; 340,000 tested, under 10 active; AID 493005; active = well fitted inhibition curve with a large enough effect in the main read-out, with a control signal flat, not every such curve was filed as active; inconclusive = small, poorly fitted or top-dose-only effect, or effect the other way, or a change in a side signal; inactive = no such curve, though single readings can be large or run the other way; also: potency is read from the fitted curve at half-maximal effect; % of control where 0% means no effect
#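 Fluorescence anisotropy tracks displacement of a FITC-tagged PTAP peptide (50 nM) from the Tsg101 binding domain (10 uM), following a 20 min room-temperature incubation at pH 7.5.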
# p53 reactivator: mutant p53 re-activation in reporter cells | H1299 p53-A138V BP100-luciferase reporter, luminescence, 24 h | Potency, µM (doses to about 92.2 µM), for the others: at the highest dose activity change, positive = activation, hits mostly activators | 0.063% of 320,000 active | AID 504706; also: potency is read from the fitted curve at half-maximal effect; % of control where 0% means no effect; nearly all actives have a fitted effect of over 45% in size
#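 p53-null H1299 cells stably carrying temperature-sensitive p53-A138V and a BP100-luciferase reporter were pinned with compounds (4-point, 1:5 series) and held 24 hrs at 37 deg C. Luminescence was read 10 min after detection reagent.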
# ELG1 genotox: genotoxicity induction in ELG1-luciferase HEK293T cells; HEK293T ELG1-luciferase reporter, luminescence, 16 h; Potency, µM (series often up to 46 µM), for inactives: at the highest dose activity change, positive = activation, usual class: activators; 1.3% of 330,000 active; also: potency is read from the fitted curve at half-maximal effect; % of control where 0% means no effect; nearly all actives have a fitted effect of over 60% in size
#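 HEK293T cells expressing luciferase-tagged ELG1 were exposed to compound or DMSO vehicle for 16 hr at 37 °C and 5% CO2. Luciferase activity was then measured with ONE-Glo after 30 min at room temperature.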
# TRPV1 ag: human TRPV1 agonism; Q8NER1; TRPV1-expressing cells, Fluo-8 calcium influx, agonist mode; activation, % at 8.33 µM; 0.19% of 320,000 active; in the data active = activation above about 80%; inconclusive = between about 30% and that limit; also: 0% is about no effect
#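 Cells expressing TRPV1 were dye-loaded with Fluo-8 and read kinetically: 10 s baseline, 3 min after compound (agonist portion), then 2 min after EC20 capsaicin (allosteric enhancer portion). Calcium-bound dye fluorescence at 480/520 nm.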
# * hit, by the source's call; ? = inconclusive; / = not tested or not shown; [ ] = remark or other dose. Unless noted, calls follow the shape of the dose curve; as a rule, active = well fitted curve in the direction sought with a large enough effect; inconclusive = small, poorly fitted or top-dose-only effect, or another doubt; inactive = no such curve, though single readings can be large; an effect the other way counts as inactive or inconclusive. Compounds as they come, and some 2.6% of all compounds hit somewhere here.
# Start of the data: the first 2 records, ahead of the listing:
compound,USP2a inh,a7 integrin act,Eya2 phos inh,uPA surface inh,B2AR arrestin,S-ASM inh,BRCA1 expr up,PTAP TSG101 blk,p53 reactivator,ELG1 genotox,TRPV1 ag
O=C1OC(Cc2ccccc2)C(c2ccccc2)C1=O (centres undefined),/,29.8%,/,-1.2%,/,-3.8%,16.0%,-5.5%,/,/,/
CCOc1ccccc1-c1nc2c(C(C)(C)C)nn(C)c2c(=O)[nH]1,0.2%,/,6.3%,/,0.2%,/,/,/,1.9%,0.5%,0.3

# Results, repeating the preview:
compound,USP2a inh,a7 integrin act,Eya2 phos inh,uPA surface inh,B2AR arrestin,S-ASM inh,BRCA1 expr up,PTAP TSG101 blk,p53 reactivator,ELG1 genotox,TRPV1 ag
O=C1OC(Cc2ccccc2)C(c2ccccc2)C1=O (centres undefined),/,29.8%,/,-1.2%,/,-3.8%,16.0%,-5.5%,/,/,/
CCOc1ccccc1-c1nc2c(C(C)(C)C)nn(C)c2c(=O)[nH]1,0.2%,/,6.3%,/,0.2%,/,/,/,1.9%,0.5%,0.3
O=C(Nc1ccccc1N1CCOCC1)c1ccc2nc[nH]c2c1,-17.3%,-11.2%,-6.5%,-2.2%,4.7%,3.4%,-14.1%,-0.9%,0.1%,4.6%,0.8
CCCC(c1nnnn1Cc1ccc(OC)cc1)N1CCN(c2ccccc2OC)CC1 (centres undefined),-5.0%,5.3%,0.7%,-2.5%,0.0%,4.2%,-30.2%,-1.7%,4.5%,-18.0%,-0.8
COc1ccc(CCNS(=O)(=O)c2ccc3c(c2)CC(C)N3C(C)=O)cc1OC (centres undefined),1.3%,-28.6%,19.0%,-7.0%,-0.5%,0.6%,-0.5%,-5.1%,0.4%,-2.6%,-0.9
CC(=O)c1ccc(NC(=S)N2CCCCCC2)cc1,2.7%,-2.6%,-9.2%,-6.5%,-0.2%,1.4%,77.7%,-6.3%,12.8%,?,4.6
O=C(Nc1nc2c(s1)CCCC2)c1nn(Cc2ccccc2)c(=O)c2ccccc12,2.5%,3.6%,4.9%,9.9%,3.4%,1.5%,-7.7%,-5.6%,-8.7%,-0.8%,0.5
O=C1CC(N2CCC(c3nc4ccccc4o3)CC2)C(=O)N1Cc1cccs1 (centres undefined),0.7%,-6.9%,-0.1%,0.4%,-0.1%,-3.9%,-3.6%,-1.1%,-7.3%,-3.7%,5.1
COC(=O)c1sccc1S(=O)(=O)Nc1ccc(S(N)(=O)=O)cc1,1.3%,8.3%,15.5%,2.5%,0.5%,4.9%,-0.6%,-2.8%,2.5%,-1.3%,-3.0
COc1ccc(OCCCC(=O)OC(C)C(=O)Nc2ccccc2[N+](=O)[O-])cc1 (centres undefined),-0.1%,-3.8%,4.9%,3.0%,0.5%,-3.6%,-0.1%,-0.8%,3.4%,14.4%,2.4
CN(C(=O)COC(=O)c1cc(=O)[nH]c2ccccc12)C1CCCCC1,-0.8%,21.5%,14.3%,0.9%,-0.1%,12.0%,30.6%,1.3%,?,18.4%,1.0
Cc1ccc2nc3nc(NCC4CCCO4)c(C(=O)NC4CCCCC4)cc3c(=O)n2c1 (centres undefined),4.1%,/,0.6%,/,-0.1%,/,/,/,-5.0%,-0.7%,-5.1
Fc1ccc(-c2ccnc3nc(N4CCOCC4)nn23)cc1,-1.0%,-0.7%,2.1%,3.5%,-0.1%,178.3%[activator],13.4%,-2.2%,-1.3%,-0.4%,10.6
COc1ccccc1C(=O)Nc1c2c(nn1-c1ccc(Cl)cc1)CS(=O)(=O)C2,-0.7%,40.0%,-10.6%,-0.9%,2.6%,1.5%,-9.3%,4.2%,1.5%,6.5%,3.1
COc1ccc(CC(=O)N2CCNC2=O)cc1,3.0%,-3.6%,13.9%,4.1%,-0.8%,1.9%,8.8%,-7.2%,4.9%,0.1%,0.6
O=c1[nH]c(C(Cl)Cl)nc2sc3c(c12)CCN(Cc1ccccc1)C3,5.9%,-18.1%,6.4%,9.7%,-0.1%,107.6%[activator],-15.1%,-9.5%,1.6%,1.6%,2.2
O=C(CSc1nc(-c2ccco2)cc(C(F)(F)F)n1)N1CCN(Cc2ccccc2)CC1,-7.2%,-24.7%,-2.5%,-11.4%,0.0%,3.4%,-19.5%,-0.1%,-0.4%,-8.2%,/
O=C(CC1CC2CCC1C2)OCC(=O)c1c[nH]c2ccccc12 (centres undefined),4.0%,-34.0%,6.0%,3.0%,-1.0%,-10.5%,-32.4%,0.3%,24.0%,5.2%,?
COC(=O)C1(C)NC(c2ccc(O)cc2)C2C(=O)N(c3ccc4c(c3)OCCO4)C(=O)C21 (centres undefined),3.9%,11.3%,-14.6%,-2.6%,-0.1%,0.6%,-30.6%,-11.3%,-14.1%,2.0%,-3.8
COC(=O)C(Cc1ccc(O)cc1)NC(=O)Cn1cc(C)c(=O)[nH]c1=O (centres undefined),/,14.1%,/,-2.3%,/,-1.8%,11.7%,-2.3%,/,/,/
COc1ccc(N2CCN(C(=O)C3CCCO3)CC2)cc1 (centres undefined),0.9%,-11.7%,8.4%,/,-0.1%,0.9%,-6.3%,-1.9%,-2.0%,1.2%,-2.2
CCc1ccc(C2N(c3ccc(OC)cc3)C(=O)C3CCCN32)cc1 (centres undefined),1.6%,9.3%,-1.1%,3.2%,0.5%,-4.6%,1.7%,-5.2%,6.7%,4.0%,/
CCCCN(C)CCCNC(=O)c1ccc2c(c1)NC(=O)C(N1CCOCC1)S2 (centres undefined),1.3%,-11.6%,-10.1%,6.1%,0.4%,1.9%,-25.3%,-0.8%,0.2%,-4.3%,0.6
COc1ccc(CCNC(=O)CC2SC(=NCc3ccccc3)NC2=O)cc1 (centres undefined),0.4%,1.5%,14.8%,-1.0%,0.2%,4.4%,4.4%,-1.0%,-4.5%,1.0%,-2.8
COc1ccc(/C=N/S(=O)(=O)c2ccccc2)cc1OC,0.1%,-9.2%,6.0%,-5.5%,0.1%,2.6%,0.0%,-5.2%,-2.0%,-0.3%,-1.2
CCOc1ccccc1NC(=O)COc1ccc(S(=O)(=O)N2CCCC2)cc1,-0.3%,-17.3%,-3.6%,-2.2%,-0.4%,-2.4%,1.9%,-2.5%,-3.0%,-7.8%,-0.5
O=C(CN1C2=NCCCN2c2ccccc21)c1ccc([N+](=O)[O-])cc1,0.4%,-37.9%,-8.0%,?,-0.1%,-4.5%,-90.8%[inhibitor],-4.8%,-5.0%,-15.3%,0.5
Cc1ccccc1NC(=O)c1c([N+](=O)[O-])c(C(C)(C)C)nn1C,-3.4%,12.0%,-4.6%,-5.1%,?,0.7%,-38.7%,-1.0%,-7.0%,-0.6%,-5.5
C/C(=N\O)C(=O)OC1CC(C)CCC1C(C)C (centres undefined),1.0%,34.5%,-14.8%[15.4 µM],10.9%,-0.8%,7.5%,-32.0%,-2.5%,-5.4%,-1.1%,9.3
O=c1cc(-c2ccccc2)cc(-c2ccccc2)n1CCCO,-0.5%,9.7%,?,-8.5%,0.0%,3.6%,-13.4%,-5.0%,-7.9%,0.3%,19.2
COc1cccc(C2=CC(c3ccc(N(C)C)cc3)n3ncnc3N2)c1 (centres undefined),0.2%,/,22.0%,/,5.8%,/,/,/,1.0%,-0.2%,-5.6
COc1ccc(OCCC(=O)N2CCOCC2)cc1,0.8%,-6.0%,6.7%,2.5%,-0.3%,1.1%,32.8%,0.9%,3.7%,3.1%,-1.4
Cc1ccc(OCc2ccc(Br)cc2)c([N+](=O)[O-])n1,1.7%,/,7.8%,/,-0.6%,/,/,/,3.7%,7.3µM*,20.9
CC(C)CC(=O)Nc1c(C(=O)N2CCN(Cc3ccccc3)CC2)oc2ccccc12,4.5%,-7.3%,1.3%,-3.5%,0.1%,2.9%,-2.3%,-2.2%,3.0%,-6.5%,?
Cn1c(=O)n(C)c2cc(NC(=O)COc3ccc(Cl)cc3)ccc21,2.3%,20.6%,3.7%,-6.4%,-0.1%,-0.8%,-37.9%,2.4%,-1.5%,0.0%,22.3
C/C(=N\Nc1ccc([N+](=O)[O-])cc1[N+](=O)[O-])c1cc2c(ccc3ccccc32)oc1=O,0.2%,/,5.8%,/,-1.1%,/,/,/,3.2%,0.1%,5.9
CN(Cc1cccnc1)C(=O)Cc1ccc(NS(=O)(=O)c2cccc(C(F)(F)F)c2)cc1,0.5%,3.0%,-26.0%,-3.6%,0.0%,3.1%,-17.0%,-1.9%,-0.7%,-2.7%,1.9
